Rab9 promoter act: qHTS Assay for Rab9 Promoter Activators. Huh7 Rab9 promoter-luciferase reporter, luminescence, 24 h. Potency, µM (titrated, usually from 9.22 µM), without a hit: at the highest dose activation, negative = inhibition, actives largely listed as activators. hit rate 2.8% among 320,000. AID 485297, 2010; note: % of control where 0% means no effect; nearly all actives have a fitted effect of over 60% in size
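Quantitative HTS format; Huh7 Rab9-luciferase reporter cells (1500/well) receive compound 2 h post-plating, incubate 24 h at 37 °C, then get luciferase reagent for 10 min before luminescence reading.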
NPC1 prom act: qHTS Assay for NPC1 Promoter Activators; Potency, µM (doses to about 9.22 µM), for the others: at the highest dose activation, actives largely listed as activators; Huh7 NPC1 promoter luciferase reporter, 24 h; hit rate 2.4% among 320,000;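 note: % of control where 0% means no effect; nearly all actives have a fitted effect of over 60% in size; reporter is driven by a mutant NPC1 promoter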
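Compounds in DMSO were transferred onto Huh7 NPC1-luciferase reporter cells pre-incubated 2 h; after 24 h at 37 °C, Amplite reagent was dispensed and luminescence recorded 10 min later.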
CXXC DNA block: qHTS Fluorescence Polarization Assay for Inhibitors of MLL CXXC domain - DNA interaction; AID 2662, 2010; MLL-CXXC / FITC-HOXA9 DNA fluorescence polarization; Potency, µM (series often up to 115 µM), for inactives: top-dose activity change, negative = inhibition, actives largely listed as inhibitors; hit rate 0.037% among 290,000; Histone-lysine N-methyltransferase 2A (Homo sapiens), Q03164; active = well fitted inhibition curve with a large enough effect in the polarisation, with a control signal flat, not every such curve was filed as active; inconclusive = small, poorly fitted or top-dose-only effect, or effect the other way, or a change in a side signal; inactive = no such curve, though single readings can be large or run the other way; the % refers to the polarisation
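Purified MLL-CXXC (added from a 7 uM solution) was preincubated 5 min at ambient with pinned compounds in 50 mM Tris-HCl pH 7.5, 50 mM NaCl, 1 mM DTT, 0.05% BSA. Fluorescein-labeled HOX-A9 DNA (50 nM solution) followed, 30 min, then polarization read.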
RORg inh: qHTS for inhibitors of ROR gamma transcriptional activity | Nuclear receptor ROR-gamma (Mus musculus), P51450 | Drosophila S2 Gal4-RORgamma UAS-luciferase reporter, 20 h | Potency, µM (series often up to 53.6 µM), inactives show at the highest dose activity change, negative = inhibition, actives largely listed as inhibitors | hit rate 5.4% among 310,000 | AID 2551, 2010; note: % is set by controls: 0 for no effect and ±100 for the full control effect; nearly all actives have a fitted effect of over 60% in size
Target sequence (P51450 whole entry, looked up, the tested form may be a part): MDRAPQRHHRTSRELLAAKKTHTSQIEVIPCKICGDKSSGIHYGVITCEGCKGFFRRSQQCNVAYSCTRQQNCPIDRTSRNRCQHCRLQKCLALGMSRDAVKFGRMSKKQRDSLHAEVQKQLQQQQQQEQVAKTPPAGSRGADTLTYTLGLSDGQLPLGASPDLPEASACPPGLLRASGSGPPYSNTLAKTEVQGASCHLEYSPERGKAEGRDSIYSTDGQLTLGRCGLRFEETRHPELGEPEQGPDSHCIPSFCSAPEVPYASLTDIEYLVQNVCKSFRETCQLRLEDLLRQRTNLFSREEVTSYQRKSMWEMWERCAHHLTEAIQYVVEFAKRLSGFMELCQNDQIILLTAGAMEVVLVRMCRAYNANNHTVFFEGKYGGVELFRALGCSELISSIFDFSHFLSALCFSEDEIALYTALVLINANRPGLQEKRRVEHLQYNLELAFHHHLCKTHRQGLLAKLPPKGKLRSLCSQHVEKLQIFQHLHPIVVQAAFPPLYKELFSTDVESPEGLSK
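ROR gamma transcriptional activity was tracked as Gal4-UAS luciferase output in stably transfected Drosophila Schneider cells, with compound added 1 hr before 700 uM copper sulfate induction and a 20 hr ambient-temperature incubation.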
BRCA1 expr up: qHTS Assay to Identify Small Molecule Activators of BRCA1 Expression. AID 624202, 2012. MCF7-BRCA1-FFLuc reporter, luminescence, 48 h; response scale: scaled: vehicle 0%, 10 µM genistein 100%. hit rate 1.1% among 380,000. Potency, µM (titrated, usually from 46.1 µM), for inactives: at the top dose activation, most hits filed as activators; note: nearly all actives have a fitted effect of over 80% in size; some results filed as inactive show a strong effect at the top dose
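MCF7-BRCA1-FFLuc cells, 2000/well in phenol-red-free MEM, attached 2 h then treated 48 h at 37 C. Luciferase luminescence read 15 min after reagent; normalized to genistein maximum activation (10microM) and DMSO, concentration-response fitted.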
uPA surface inh: qHTS for Inhibitors of Cell Surface uPA Generation; AID 540303, 2011; hit rate 0.31% among 330,000; Potency, µM (series often up to 38.3 µM), for inactives: at the highest dose activity change, negative = inhibition, most hits filed as inhibitors; cell surface uPA generation assay, qHTS; active = well fitted inhibition curve with a large enough effect; inconclusive = small, poorly fitted or top-dose-only effect; inactive = no such curve, though single readings can be large or run the other way; tested in mouse RAW 264.7 cells; note: % is set by controls: 0 for no effect and ±100 for the full control effect; nearly all actives have a fitted effect of over 55% in size
ELG1 genotox: qHTS screen for small molecules that induce genotoxicity in human embryonic kidney (HEK293T) cells expressing luciferase-tagged ELG1; Potency, µM (titrated, usually from 46 µM), without a hit: top-dose activity change, positive = activation, actives largely listed as activators; hit rate 1.3% among 330,000; HEK293T ELG1-luciferase reporter, luminescence, 16 h; note: % of control where 0% means no effect; nearly all actives have a fitted effect of over 60% in size
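Cells (2,000/well) expressing the ELG1-luciferase fusion are dosed by pin tool and kept 16 hr at 37 °C, 5% CO2. Signal comes from ONE-Glo luciferase reagent after 30 min at room temperature.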
p53 reactivation: qHTS assay for re-activators of p53 using a Luc reporter; Potency, µM (doses to about 92.2 µM), for the others: at the top dose activity change, positive = activation, usual class: activators; hit rate 0.063% among 320,000; H1299 p53-A138V BP100-luciferase reporter, luminescence, 24 h; note: % of control where 0% means no effect; nearly all actives have a fitted effect of over 45% in size
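H1299 (p53-null), stable ts p53-A138V + BP100-Luc; 1000 cells/well, Opti-MEM/10% FBS; cpd 4 pt, 1:5; 24 h, 37 deg C, 5% CO2; detection reagent 10 min RT; luminescence.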
VP16 counter: VP16 counterscreen qHTS for inhibitors of ROR gamma transcriptional activity | Drosophila S2 Gal4-VP16 UAS-luciferase, luminescence, 20 h | Potency, µM (series often up to 53.6 µM), inactives show top-dose activity, negative = inhibition, actives largely listed as inhibitors | hit rate 3.5% among 310,000 | AID 2546, 2010;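 note: Gal4-VP16 expression switched on by copper sulfate through the metallothionein promoter; % is set by controls: 0 for no effect and ±100 for the full control effect; nearly all actives have a fitted effect of over 50% in size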
MBNL1-CUG inh: qHTS Assay for Inhibitors of MBNL1-poly(CUG) RNA binding. Muscleblind-like protein 1 (Homo sapiens), Q9NR56. TR-FRET MBNL1-His/biotin-(CUG)12 binding, 665/545 ratio. Potency, µM (series often up to 57.5 µM), without a hit: at the top dose activity change, negative = inhibition, hits mostly inhibitors. hit rate 0.036% among 280,000. AID 2675, 2010; active = well fitted inhibition curve with a large enough effect in the signal ratio, with a control signal flat, not every such curve was filed as active; inconclusive = small, poorly fitted or top-dose-only effect, or effect the other way, or a change in a side signal; inactive = no such curve, though single readings can be large or run the other way; the % refers to the signal ratio; note: % is set by controls: 0 for no effect and ±100 for the full control effect
Target sequence (Q9NR56 whole entry, looked up): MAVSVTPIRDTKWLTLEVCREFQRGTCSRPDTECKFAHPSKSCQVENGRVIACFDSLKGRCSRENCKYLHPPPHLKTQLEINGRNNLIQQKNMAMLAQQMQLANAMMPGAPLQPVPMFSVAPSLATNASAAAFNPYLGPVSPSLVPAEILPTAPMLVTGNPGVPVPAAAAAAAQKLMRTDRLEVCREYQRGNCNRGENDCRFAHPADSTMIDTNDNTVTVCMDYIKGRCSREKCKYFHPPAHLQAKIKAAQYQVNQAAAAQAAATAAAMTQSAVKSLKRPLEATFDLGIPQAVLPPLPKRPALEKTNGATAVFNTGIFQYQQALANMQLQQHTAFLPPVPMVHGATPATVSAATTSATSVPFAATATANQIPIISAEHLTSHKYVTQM
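Compounds (final 92 nM to 58 uM) are added to His-tagged MBNL1 and biotin-(CUG)12, then terbium anti-His antibody and streptavidin-XL665 (5 nM final). After 60 min at room temperature, the 665/545 nm ratio is read.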
FLuc counter: qHTS profiling assay for firefly luciferase inhibitor/activator using purifed enzyme and Km concentrations of substrates (counterscreen for miR-21 project); Luciferin 4-monooxygenase (Photinus pyralis), P08659; purified FLuc, Km substrates, luminescence inhibition; Potency, µM (series often up to 57.5 µM), for inactives: top-dose activity change, negative = inhibition, actives largely listed as inhibitors; hit rate 6.9% among 360,000;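 note: plate controls were vehicle for no effect and reference inhibitor for full effect; nearly all actives have a fitted effect of over 55% in size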
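Purified P. pyralis luciferase (10nM final) with 10uM D-luciferin and 10uM ATP (Km levels) in 50mM Tris acetate pH 7.5, 10mM Mg acetate, 0.01% Tween-20, 0.05% BSA; qHTS 6-point titration, ~60 µM downward; luminescence read.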
* marks the source's active call; other numbers are inactive results; ? = inconclusive; . = no result given; [ ] = remark or other dose. Unless noted, calls come from the whole dose curve; as a rule, active = well fitted curve in the direction sought with a large enough effect; inconclusive = small, poorly fitted or top-dose-only effect, or another doubt; inactive = no such curve, though single readings can be large; an effect the other way counts as inactive or inconclusive. Potency is the fitted concentration of half-maximal effect. An excerpt; count on the stated rates, not on these rows.

no.	SMILES	CXXC DNA block	p53 reactivation	RORg inh	BRCA1 expr up	uPA surface inh	ELG1 genotox	NPC1 prom act	FLuc counter	VP16 counter	MBNL1-CUG inh	Rab9 promoter act
1	COc1ccc(NC(=O)C(=O)c2cn(CC(=O)N3CCCC3)c3ccccc23)cc1OC	-4%	-8%	-3%	-52%	?	-12%	-11%	?	-3%	?	4%
2	CCN(CC)CCNC(=O)COc1ccc(Cl)cc1Cl	5%	-8%	-8%	0%	-5%	0%	3%	5%	-5%	0%	-2%
3	CN(C)CCCN1C(=O)c2cccc3c([N+](=O)[O-])ccc(c23)C1=O	6%	-30%	1.4µM*	-104%[inhibitor]	-11%	-19%	-16%	-4%	1.1µM*	?	-15%
4	Cc1nnc(SCC(=O)NC(=O)NCCC(C)C)s1	3%	11%	3%	-32%	5%	2%	-14%	2%	2%	-3%	1%
5	CN1CCCCCC1C(=O)N1CCC(N2CCC(C(=O)N3CCOCC3)CC2)CC1 (stereo not given)	5%	-2%	-12%	0%	0%	1%	5%	-1%	-5%	3%	4%
6	CC(C)c1ccc(C2C(C(=O)c3ccco3)=C(O)C(=O)N2CC2CCCO2)cc1 (stereo not given)	7%	-2%	-5%	7%	0%	-3%	-3%	-2%	15%	14%	-2%
7	CN1C(=S)SC(C)(C)C1/[N+]([O-])=C/c1cccnc1 (stereo not given)	1%	-2%	-6%	-8%	-3%	3%	-2%	0%	-2%	8%	0%
8	COC(=O)C(C(=O)Nc1nc2ccccc2s1)C1CCCC1 (stereo not given)	8%	-1%	-6%	5%	-2%	-7%	-2%	-1%	2%	-6%	3%
9	O=C(NC(=S)NC1CCSC1=O)c1ccccc1Cl (stereo not given)	3%	-1%	?	3%	3%	1%	4%	-11%	15%	9%	3%
10	Cc1cccc(N2N=C(C(=O)O)CCC2=O)c1	27%	-6%	0%	0%	-5%	0%	-4%	0%	-8%	3%	-3%
11	CCCCn1c(N)c(N(CC(C)C)C(=O)c2ccc(Br)o2)c(=O)[nH]c1=O	.	2%	.	-13%	0%	-1%	0%	4%	.	.	2%
12	O=C(N/N=C/C=C/c1ccccc1[N+](=O)[O-])c1cc(-c2ccccc2)n[nH]1	12%	14%	7.1µM*	-14%	-3%	-2%	-2%	?	14µM*	?	-3%
13	CC(=O)N1c2ccc(S(=O)(=O)NCCc3ccc(S(N)(=O)=O)cc3)cc2CC1C (stereo not given)	5%	-2%	11%	-8%	-5%	3%	0%	1%	5%	-2%	-1%
14	Cc1nn(CC(=O)N(C)C)c(C)c1S(=O)(=O)N1CCOCC1	.	11%	.	2%	6%	5%	0%	-2%	.	.	-6%
15	O=C(Nc1ccc(NC(=O)c2ccco2)cc1)c1ccco1	1%	-5%	-15%	10µM*	-7%	16%	7%	1%	2%	3%	5%
16	Cc1nc2c(ncn2-c2ccccc2)c(=O)n1NC(=O)CN1CCN(C)CC1	-4%	1%	16%	-1%	1%	-2%	-5%	3%	-9%	-6%	0%
17	CC1CC(C)CN(S(=O)(=O)N2CCCC(C(=O)NC(C)c3ccccc3)C2)C1 (stereo not given)	9%	-7%	-16%	-26%	0%	-2%	3%	1%	1%	-6%	-4%
18	CCOc1ccccc1N(CC(=O)NC1CCCC1)C(=O)CCCC(=O)Nc1ccccn1	4%	-4%	17%	-26%	0%	0%	1%	1%	2%	3%	-1%
19	O=S(=O)(CC(CN1CCCCC1)N1CCCCC1)c1ccc2ccccc2c1 (stereo not given)	18%	-14%	13µM*	-69%	-14%	-16%	-18%	2%	?	-2%	-48%[inhibitor]
20	COc1ccc(N(S(=O)(=O)c2ccccc2)S(=O)(=O)c2ccccc2)c(N)c1	.	-6%	.	-41%	?	-8%	-9%	-3%	.	.	-2%
21	O=C1NCCCc2nc(Oc3ccccc3)sc21	-9%	24%	6%	11%	2%	5%	5%	2%	3%	-4%	9%
22	N#CC1=C(N)Oc2cc(O)ccc2C1c1ccccc1 (stereo not given)	2%	3%	0%	-29%	.	-4%	0%	2%	-1%	-1%	0%
23	O=C(NC1CCN(S(=O)(=O)c2cccc(F)c2)CC1)c1cccc(F)c1	2%	5%	-7%	7%	?	0%	-3%	0%	-10%	2%	-2%
24	Cc1ccc(-n2c(N)cc(=O)nc2SCC(=O)N2CCN(c3ccccc3)CC2)cc1C	-1%	-3%	-16%	-8%	11%	4%	0%	-1%	8%	-9%	-4%
25	Cc1cc([N+](=O)[O-])nn1CC(=O)Nc1ccc(Cl)cn1	12%	-2%	6%	2%	-2%	3%	-6%	0%	2%	11%	-3%
26	COc1ccc(Oc2ncccc2NC(=O)c2cccc(C)c2C)cc1	1%	-2%	-9%	-17%	-8%	0%	-7%	2%	-2%	.	-4%
27	CCN(CC)CCN(C(=O)c1cc2c(ccc3ccccc32)oc1=O)c1nc2cc3c(cc2s1)OCCO3	26%	?	-127%	-64%	3%	18µM*	11%	-8%	?	7%	12%
28	COc1cc(CNc2cccc(F)c2)cc(Br)c1O	68%[activator]	8%	4%	-40%	.	-3%	2%	-5%	2%	1%	4%
29	Cc1cc(C(=O)NCCc2ccc(S(N)(=O)=O)cc2)no1	6%	-2%	-6%	-5%	0%	2%	-1%	0%	-2%	1%	4%
30	CC(=O)Nc1ccc(S(=O)(=O)NCCC(=O)NCc2ccncc2)cc1	.	2%	.	-2%	19%	1%	-2%	2%	.	.	1%
31	CCCCn1nc(C(=O)Nc2ccc3c(c2)OCCO3)c2ccccc2c1=O	.	-2%	.	13%	-7%	-3%	2%	?	.	.	3%
32	O=C(Cn1cc(C(F)(F)F)ccc1=O)N/N=C/c1ccccc1	7%	-1%	-26%	-2%	-2%	-3%	0%	0%	-8%	19%	-2%
33	CC(C)C(NC(=O)C(C)N1C(=O)c2ccccc2C1=O)c1ccccc1 (stereo not given)	1%	1%	29%	-23%	1%	0%	-3%	1%	-3%	1%	3%
34	COc1ccc(C(=O)NCCc2ccc(C)cc2)cc1OC1CCN(C(C)=O)CC1	18%	-9%	-17%	-4%	2%	-4%	-3%	1%	-12%	-5%	-3%
35	Cc1ccc(S(=O)(=O)CCC(=O)Nc2cccc(Cl)c2)cc1	-10%	-2%	-9%	0%	2%	-5%	1%	0%	-2%	0%	-1%
36	CCOC(=O)c1ccc(CC2SC(N)=NC2=O)cc1 (stereo not given)	33%[activator]	-3%	1%	23%	-1%	2%	-3%	1%	2%	-10%	-1%
37	CCn1c(SCc2nnc(-c3ccccc3)o2)nc2c1c(=O)n(C)c(=O)n2C	0%	-3%	-29%	.	.	2%	1%	-2%	14%	2%	1%
38	CCc1cc(=O)oc2cc(C)cc(OCc3nn[nH]n3)c12	4%	-2%	9%	-2%	1%	-5%	-2%	-1%	9%	1%	-2%
39	COc1ccccc1/C=C/C(=O)Nc1nc(N)n(-c2ccccc2)n1	-4%	2%	-22%	-3%	-11%	-1%	-2%	19µM*	0%	10%	0%
40	Cc1cccc2c(SCC(=O)NCC3CCCO3)nc(-c3ccc(F)cc3)nc12 (stereo not given)	6%	-2%	-18%	-3%	-7%	0%	-5%	9%	5%	11%	-2%
41	COc1ccc(/C=N/NC(=O)C(=O)/C=C2\NC3(CCCC3)Cc3ccccc32)cc1	?	-16%	25%	-21%	0%	-8%	-2%	-11%	-5%	35%[activator]	0%
42	Cc1ccc(NC(=O)CCC(=O)N2CCOCC2)nc1	.	-5%	.	0%	1%	-1%	-1%	-2%	.	.	3%
43	COc1cc(OC)cc(C(=O)N[C@H](C(=O)Nc2nc(-c3ccc(OC)c(OC)c3)cs2)C(C)C)c1	1%	-4%	8%	-63%[inhibitor]	-1%	-8%	-9%	0%	0%	-6%	-5%

Screens as filed in PubChem BioAssay.
